IDH1 R132H inh: inhibitors of IDH1 R132H reductase, primary screen, biochemical, plate reader, single point; Isocitrate dehydrogenase [NADP] cytoplasmic (Homo sapiens), O75874; diaphorase/resazurin fluorescence, 60 min; inhibition, % at 10 µM; 70,000 tested, 0.18% active; AID 624101, 2012; in the data active = inhibition above about 34%;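 note: 0% = DMSO and 100% = no enzyme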
Target sequence (O75874 whole entry R132H): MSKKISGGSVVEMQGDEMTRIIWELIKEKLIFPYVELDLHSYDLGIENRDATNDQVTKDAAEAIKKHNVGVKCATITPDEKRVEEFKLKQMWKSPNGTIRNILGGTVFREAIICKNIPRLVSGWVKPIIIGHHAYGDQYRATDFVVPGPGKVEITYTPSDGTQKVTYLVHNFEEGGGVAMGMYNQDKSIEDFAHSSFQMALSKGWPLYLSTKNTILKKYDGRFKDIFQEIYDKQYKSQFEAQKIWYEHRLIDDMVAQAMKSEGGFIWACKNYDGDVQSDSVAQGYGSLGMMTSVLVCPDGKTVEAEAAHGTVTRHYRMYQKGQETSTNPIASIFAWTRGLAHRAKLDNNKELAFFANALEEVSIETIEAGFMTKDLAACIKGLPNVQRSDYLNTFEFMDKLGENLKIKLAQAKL
EZH2 inh: EZH2/PRC2 methyltransferase inhibitors, primary screen, biochemical, DELFIA time-resolved fluorescence, single point; Histone-lysine N-methyltransferase EZH2 (Homo sapiens), Q15910; AID 651548, 2012; PRC2 H3K27 methylation, DELFIA TRF, 1 h; inhibition, % at 12.5 µM; 57,000 tested, 0.35% active;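 active = mean inhibition of replicates at least 50% and every single replicate also reaching 50%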;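 note: dimethyl H3K27 on biotinylated H3 21-44 peptide detected by antibody; plate controls were median neutral control wells for no effect and median positive control wells for full effect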
* marks the source's active call; other numbers are inactive results; nt = not tested or not shown. The list is partial. The share of hits here may be higher or lower than overall.

SMILES	IDH1 R132H inh	EZH2 inh
C[C@@H]1CN([C@H](C)CO)C(=O)c2cccc(NC(=O)C3CCCCC3)c2O[C@@H]1CN(C)S(=O)(=O)c1ccccc1	nt	8
O=C(C[C@H]1C[C@@H]2c3cc(NC(=O)NC4CCCCC4)ccc3O[C@@H]2[C@@H](CO)O1)NCc1ccccn1	0.4	10
Cc1ccc(S(=O)(=O)N[C@H]2C=C[C@@H](CC(=O)NCCN3CCCCC3)O[C@@H]2CO)cc1	-0.3	0
C[C@@H]1CCCCO[C@H](CN(C)Cc2ccccc2)[C@@H](C)CN([C@H](C)CO)C(=O)c2cc(NC(=O)c3ccccc3)ccc2O1	3.5	nt
C[C@H]1CCCCO[C@H](CN(C)S(=O)(=O)c2cccs2)[C@@H](C)CN([C@@H](C)CO)C(=O)c2cc(NC(=O)CCC(F)(F)F)ccc2O1	-2.0	nt
Cn1c(SCc2ccon2)nc2ccccc2c1=O	0.1	nt
Cc1ccc(S(=O)(=O)N(C)C[C@H]2Oc3ccc(NC(=O)Nc4ccccc4)cc3C(=O)N([C@@H](C)CO)C[C@@H]2C)cc1	-0.1	nt
COc1ccc(S(=O)(=O)Nc2ccc3c(c2)CC(=O)N([C@H](C)CO)C[C@H](C)[C@@H](CN(C)S(=O)(=O)c2cccs2)O3)cc1	-12	nt
C[C@H](CO)N1C[C@H](C)[C@H](CN(C)C(=O)C2CCCCC2)Oc2cc(-c3ccncc3)ccc2S1(=O)=O	nt	-1
C[C@@H]1CN([C@H](C)CO)C(=O)Cc2cc(NC(=O)Nc3cccc4ccccc34)ccc2O[C@@H]1CN(C)C(=O)Nc1ccc(F)cc1	2.1	nt
CCC(=O)Nc1ccc2c(c1)OC[C@@H](C)N(Cc1ccccc1C(=O)O)C[C@H](C)[C@@H](OC)CN(C)C2=O	0.3	10
CO[C@@H]1CN(C)C(=O)c2cc(NC(=O)C3CC3)ccc2OC[C@@H](C)N(Cc2cccc(F)c2)C[C@H]1C	0.3	-1
Cc1ccc(S(=O)(=O)N[C@H]2CC[C@@H](CCn3cc(C(C)C)nn3)O[C@@H]2CO)cc1	0.3	-11
C[C@H](CO)N1C[C@H](C)[C@@H](CN(C)Cc2ccc(C(=O)Nc3ccccc3N)cc2)Oc2ccc(NC(=O)Cc3cn(C)c4ccccc34)cc2CC1=O	-1.8	nt
O=S(=O)(N[C@H]1CC[C@H](CCn2cc(-c3cccc(F)c3)nn2)O[C@@H]1CO)c1ccc(Cl)cc1	-0.3	-4
COCC(=O)Nc1ccc2c(c1)[C@H]1C[C@H](CC(=O)NCc3ccccc3OC)O[C@H](CO)[C@H]1O2	-1.2	0
Cc1cc(C)cc(OCC(=O)Nc2cccc(-c3nnc(-c4ccccc4)o3)c2)c1	0.4	-6
CNC[C@@H]1Oc2ccc(NC(=O)Nc3ccc(OC)cc3)cc2CC(=O)N([C@H](C)CO)C[C@@H]1C	-0.8	-6
O=C(N[C@@H]1CC[C@H](CCn2cc(C3(O)CCCC3)nn2)O[C@@H]1CO)C1CCCCC1	0.1	-2
COc1ccc(OC)c(NC(=O)Cn2cc(C(=O)c3cccs3)c3ccccc32)c1	-0.2	4
COc1ccc(CN(C)C[C@H]2Oc3ccc(NS(=O)(=O)c4c(C)noc4C)cc3C(=O)N([C@@H](C)CO)C[C@@H]2C)cc1	-0.1	nt
COc1ccc(NC(=O)CSc2nnnn2C)cc1Cl	1.0	-60
CC(=O)N(C)C[C@H]1Oc2ncc(C3=CCCC3)cc2C(=O)N([C@H](C)CO)C[C@H]1C	-0.2	-5
C[C@@H]1CN([C@H](C)CO)S(=O)(=O)c2ccc(C#Cc3ccccc3)cc2O[C@H]1CN(C)S(=O)(=O)c1cn(C)cn1	-4.2	-20
COc1ccc(S(=O)(=O)N[C@H]2CC[C@@H](CC(=O)N3CCC(Cc4ccccc4)CC3)O[C@H]2CO)cc1	-0.2	2
CC(=O)O[C@]1(C(C)=O)CC[C@H]2[C@@H]3C=C(C)C4=CC(=O)CC[C@@H]4[C@H]3CC[C@@]21C	0.2	5
N#Cc1c(C(F)(F)F)cc(-c2cccs2)nc1SCC(=O)Nc1sc2c(c1C#N)CCC2	0.1	-10
CCOC(=O)c1c(NC(=O)c2ccc(Cn3cc(Br)cn3)o2)sc2c1CCCC2	-0.2	-9
C[C@@H]1CCCCO[C@@H](CN(C)C)[C@H](C)CN([C@H](C)CO)C(=O)c2cc(NS(=O)(=O)c3cccs3)ccc2O1	0.6	nt
COCC(=O)N1C[C@@H](C)[C@@H](OC)CN(C)C(=O)c2ccc(NC(=O)Nc3cccc(F)c3)cc2OC[C@H]1C	0.3	6
C[C@@H]1CN([C@@H](C)CO)C(=O)c2cccc(NS(=O)(=O)c3cn(C)cn3)c2O[C@@H]1CN(C)S(C)(=O)=O	0.6	nt
Cc1ccc(S(=O)(=O)N(C)C[C@H]2OCCCC[C@@H](C)Oc3ccc(NC(=O)Nc4c(C)noc4C)cc3C(=O)N([C@H](C)CO)C[C@@H]2C)cc1	0.7	nt
Cc1cc(SCC(N)=O)nc2ccccc12	-0.2	nt
O=C(CN1CCOCC1)NCC[C@@H]1CC[C@H](NC(=O)Cc2ccccn2)[C@H](CO)O1	-0.4	3
COc1cccc(C#Cc2ccc3c(c2)O[C@@H](CN(C)S(=O)(=O)c2ccccc2F)[C@H](C)CN([C@@H](C)CO)S3(=O)=O)c1	1.1	nt
C[C@@H]1CN([C@@H](C)CO)C(=O)c2cc(NS(=O)(=O)c3cn(C)cn3)ccc2O[C@@H](C)CCCCO[C@@H]1CN(C)S(=O)(=O)c1cn(C)cn1	-8.5	nt
O=C(N[C@@H]1CC[C@@H](CCNS(=O)(=O)Cc2ccccc2)O[C@@H]1CO)c1ccccc1F	0.3	-4
C[C@@H]1CN([C@@H](C)CO)C(=O)Cc2cc(NC(=O)CCCCCC(=O)Nc3ccccc3N)ccc2O[C@@H]1CN(C)S(C)(=O)=O	nt	2
COC(=O)C[C@@H]1C[C@@H]2c3cc(NC(=O)NC4CCCCC4)ccc3O[C@@H]2[C@H](CO)O1	-0.4	11
CO[C@@H]1CN(C)C(=O)c2cc(NC(=O)C3CCOCC3)ccc2OC[C@@H](C)N(S(=O)(=O)c2ccc(C)cc2)C[C@H]1C	-0.2	4
COc1ccc(S(=O)(=O)Nc2ccc3c(c2)C(=O)N([C@@H](C)CO)C[C@H](C)[C@H](CN(C)C(=O)Nc2ccccc2)O3)cc1	0.1	nt
Cc1noc(C)c1NC(=O)N(C)C[C@@H]1Oc2ccc(NC(=O)Cc3ccccc3)cc2CC(=O)N([C@H](C)CO)C[C@H]1C	0.2	3
COc1ccc(NC(=O)N(C)C[C@@H]2Oc3ncc(-c4cccnc4)cc3C(=O)N([C@@H](C)CO)C[C@H]2C)cc1	8.0	nt
O=C(CC1CC1)Nc1ccc2c(c1)[C@@H]1C[C@@H](CC(=O)NC3CCCCC3)O[C@@H](CO)[C@@H]1O2	-0.1	-12
COc1cccc2cc(C(=O)C3C(=O)C(=O)N(CCCN4CCOCC4)C3c3cccnc3)oc12 (centres undefined)	-0.3	-7
Cc1noc(C)c1NC(=O)Nc1ccc2c(c1)C(=O)N([C@H](C)CO)C[C@H](C)[C@@H](CN(C)Cc1ccc3c(c1)OCO3)O2	10.0	-13
CO[C@H]1CN(C)C(=O)c2ccc(NC(=O)CC(F)(F)F)cc2OC[C@@H](C)N(S(=O)(=O)c2cn(C)cn2)C[C@@H]1C	-0.4	10
C[C@H](CO)N1C[C@H](C)[C@@H](CN(C)CC2CC2)Oc2ccc(NS(=O)(=O)c3ccc(Cl)cc3)cc2CC1=O	0.5	nt
C[C@H](CO)N1C[C@H](C)[C@@H](CN(C)C(=O)Nc2cccc3ccccc23)Oc2c(NC(=O)c3nc4ccccc4s3)cccc2C1=O	1.5	nt
COc1ccc(NC(=O)Nc2cccc3c2O[C@H](CN(C)Cc2ccc(C(=O)Nc4ccccc4N)cc2)[C@@H](C)CN([C@H](C)CO)C3=O)cc1	nt	-39
CCCn1cnc2cc(NCc3ccccn3)ccc21	-0.3	9
COCC(=O)Nc1ccc2c(c1)[C@@H]1C[C@H](CC(=O)N[C@@H](C)c3ccccc3)O[C@H](CO)[C@@H]1O2	-0.6	-1
C[C@H](CO)N1C[C@H](C)[C@H](CN(C)Cc2ccc(C(=O)O)cc2)Oc2ccc(NC(=O)Cc3ccccc3)cc2CC1=O	1.7	5
CO[C@@H]1CN(C)C(=O)c2ccc(NC(=O)NC(C)C)cc2OC[C@H](C)N(Cc2ccccn2)C[C@H]1C	0.4	5
C[C@@H]1CCCCO[C@H](CN(C)C)[C@H](C)CN([C@@H](C)CO)C(=O)c2cc(NC(=O)Nc3ccc(F)cc3)ccc2O1	2.0	3
C[C@H](CO)N1C[C@H](C)[C@H](CN(C)CC2CC2)Oc2ccc(NC(=O)Nc3ccc4c(c3)OCO4)cc2CC1=O	-0.2	-7
COc1cccc(C#Cc2ccc3c(c2)O[C@@H](CN(C)C(=O)CN2CCOCC2)[C@H](C)CN([C@@H](C)CO)S3(=O)=O)c1	-0.3	nt
Cc1noc(C)c1NC(=O)N(C)C[C@H]1Oc2ccc(NC(=O)CCCCCC(=O)Nc3ccccc3N)cc2C(=O)N([C@@H](C)CO)C[C@@H]1C	0.4	-17
C[C@H]1CN([C@@H](C)CO)C(=O)c2cc(NC(=O)Nc3ccccc3)ccc2O[C@@H]1CN(C)Cc1ccccc1	nt	1
Cc1noc(C)c1NC(=O)N(C)C[C@H]1Oc2c(NC(=O)c3ccncc3)cccc2C(=O)N([C@@H](C)CO)C[C@H]1C	-1.0	nt

Going on with the list.
SMILES	IDH1 R132H inh	EZH2 inh
CCCNC(=O)N(C)C[C@H]1Oc2ncc(C#C[C@@H](C)O)cc2C(=O)N([C@H](C)CO)C[C@@H]1C	nt	-13
C[C@@H]1CN([C@H](C)CO)C(=O)Cc2cc(NC(=O)Cn3cnnn3)ccc2O[C@@H]1CN(C)Cc1ccccc1	3.7	1
CO[C@H]1CN(C)C(=O)c2ccc(NC(=O)C3CCC3)cc2OC[C@H](C)N(Cc2cccnc2)C[C@H]1C	-0.1	-16
O=C(C[C@H]1C=C[C@@H](NS(=O)(=O)c2ccccc2)[C@H](CO)O1)NCc1ccc(Cl)c(Cl)c1	0.0	-2
CO[C@H]1CN(C)C(=O)c2cc(NC(=O)Nc3cccc(Cl)c3)ccc2OC[C@H](C)NC[C@@H]1C	0.2	-15
C[C@@H](O)C#Cc1cnc2c(c1)C(=O)N([C@@H](C)CO)C[C@H](C)[C@@H](CN(C)C(=O)Nc1ccc(C(F)(F)F)cc1)O2	-1.0	4
C[C@@H]1CN([C@@H](C)CO)C(=O)c2cc(C3=CCCCC3)cnc2O[C@H]1CN(C)Cc1ccncc1	4.6	-10
COCCNC(=O)C[C@H]1C=C[C@@H](NS(=O)(=O)c2ccc(C)cc2)[C@@H](CO)O1	-0.2	5
C[C@H]1CN([C@@H](C)CO)C(=O)Cc2cc(NC(=O)Nc3ccc(F)cc3)ccc2O[C@@H]1CN(C)C(=O)Nc1ccccc1	2.5	nt
CCCC(=O)Nc1ccc2c(c1)OC[C@H](C)N(C(=O)c1cnccn1)C[C@H](C)[C@H](OC)CN(C)C2=O	0.1	-2
COC(=O)CCCCCCC(=O)N/N=C/[C@@H](O)[C@@H](O)[C@H](O)[C@H](O)CO	0.1	11
Cc1ccc(S(=O)(=O)Nc2ccc3c(c2)C(=O)N([C@H](C)CO)C[C@H](C)[C@H](CN(C)C(=O)NC2CCCCC2)OCCCC[C@@H](C)O3)cc1	2.1	nt
NCC[C@@H]1CC[C@H](NC(=O)C2CCCC2)[C@H](CO)O1	-0.1	7
CN(CC(=O)Nc1ccccc1Cl)S(=O)(=O)c1ccc(Cl)cc1	0.5	14
COc1cccc(-c2cn(CC[C@@H]3CC[C@H](NS(=O)(=O)c4ccccc4Cl)[C@H](CO)O3)nn2)c1	-0.7	-12
CO[C@@H]1CN(C)C(=O)c2ccc(NC(C)=O)cc2OC[C@@H](C)N(Cc2ccccc2F)C[C@H]1C	-0.7	-6
O=C1c2cccc3cccc(c23)C(=O)N1OS(=O)(=O)c1cccc2cccnc12	1.3	33
CCOC(=O)c1c(-c2ccc(OC)cc2)csc1NC(=O)c1ccccc1[N+](=O)[O-]	-0.6	-12
COCC#Cc1cnc2c(c1)C(=O)N([C@H](C)CO)C[C@@H](C)[C@@H](CN(C)C(=O)C1CCC1)O2	nt	19
COc1ccc(-c2ccc3c(c2)O[C@@H](CN(C)C)[C@@H](C)CN([C@H](C)CO)S3(=O)=O)cc1	-0.6	-6
